hgDAF12 agonist: agonists of H. glycines DAF-12 nuclear receptor | activation, % at 6.8 µM | 1.8% of 370,000 active | HEK293 GAL4-hgDAF12 UAS-luciferase reporter, agonist luminescence; normalized to butyrate control;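 active = activation above a cutoff set at the mean of all screened compounds plus 3 SD, cut at about 10% in these data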;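 note: 0% = DMSO wells and 100% = sodium butyrate wells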
ADAM10 inh: ADAM10 inhibition, QFRET primary screen | O14672 | recombinant ADAM10, EDANS/DABCYL FRET peptide cleavage, 3 h | inhibition, % at 7 µM | 0.62% of 370,000 active;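 active = inhibition above a per-campaign cutoff equal to the mean of compounds falling between control-based bounds plus 3 SD, cut at about 20% in these data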;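 note: 0% = DMSO wells while the 100% control is not disclosed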
ADAM17 inh: inhibits human ADAM17. P78536. recombinant ADAM17, EDANS/DABCYL FRET peptide cleavage. inhibition, % at 6.95 µM. 0.83% of 370,000 active. AID 720648;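 active = inhibition above the mean of compounds lying between control limits plus 3 SD, set per campaign, cut at about 8.5% in these data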;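 note: 0% = DMSO-only wells as the low control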
PG9 Ab binder: small molecules binding HIV-1 gp120 antibody PG9 | TR-FRET gp120-PG9 antibody binding | inhibition, % at 6.7 µM | 0.43% of 360,000 active; in the data active = inhibition above about 8.5%
hcDAF-12 act: H. contortus DAF-12 activation, primary screen | HEK293 hcDAF-12 lit1-tk-luc reporter, luminescence; 0% DMSO, 100% Δ7-dafachronic acid | activation, % at 6.8 µM | 1.4% of 370,000 active | AID 652067;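 active = activation above the mean of all tested compounds plus 3 SD, cut at about 5.5% in these data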;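 note: 100% = response to 3 µM Δ7-dafachronic acid high control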
DAX1 inh-1: inhibitors of human orphan nuclear receptor DAX1 (NR0B1). P51843. HEK293 Gal4-DAX1 luciferase reporter, luminescence. inhibition, % at 6.75 µM. 0.99% of 340,000 active. AID 504766;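 active = inhibition above the mean over all tested compounds plus 3 SD, cut at about 4.2% in these data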;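 note: 0% = DAX1-transfected cells with DMSO and 100% = empty-vector control cells with DMSO; inhibition shows as a rise in luminescence from relieved DAX1 repression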
GAA850 FXN act: activators of GAA850 frataxin (FXN) promoter. HEK293 lucGAA850 FXN promoter luciferase reporter, 24 h; percent of 10 µM SAHA response. activation, % at 6 µM. 0.56% of 360,000 active. AID 540364;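 active = activation above the average of all compounds screened plus 3 SD, cutoff fixed separately per campaign, cut at about 7.5% in these data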;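 note: 0% = DMSO wells and 100% = 10 µM SAHA wells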
SMARCA2 activ: activators of SMARCA2 function; MG213 cells, MMTV-luciferase reporter, dexamethasone, overnight; 1% of 370,000 active; AID 652017; activation, % at 9.1 µM; in the data active = activation above about 7.8%;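 note: 0% = vehicle wells and 100% = reference activator wells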
DAX1 inh-2: blocks DAX1 repression of SF-1 activated StAR promoter. 1.1% of 370,000 active. inhibition, % at 6.8 µM. HEK293T StAR-luciferase reporter, SF-1/DAX-1 repression relief. AID 652010;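 active = inhibition above the mean over all tested compounds plus 3 SD, cut at about 3.6% in these data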;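 note: 0% = DAX-1 cells with DMSO and 100% = cells lacking DAX-1 with DMSO; higher inhibition means more luminescence from relief of DAX-1 repression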
GC-A act: GC-A (human) enzyme activation; activation, % at 10 µM; AID 1671463; P16066; 0.14% of 370,000 active; HEK293 GC-A cells, cGMP TR-FRET, EC30 ANP; 0% at EC30 ANP, 100% saturating ANP; in the data active = activation above about 40%
Target sequence (P16066 whole entry, looked up): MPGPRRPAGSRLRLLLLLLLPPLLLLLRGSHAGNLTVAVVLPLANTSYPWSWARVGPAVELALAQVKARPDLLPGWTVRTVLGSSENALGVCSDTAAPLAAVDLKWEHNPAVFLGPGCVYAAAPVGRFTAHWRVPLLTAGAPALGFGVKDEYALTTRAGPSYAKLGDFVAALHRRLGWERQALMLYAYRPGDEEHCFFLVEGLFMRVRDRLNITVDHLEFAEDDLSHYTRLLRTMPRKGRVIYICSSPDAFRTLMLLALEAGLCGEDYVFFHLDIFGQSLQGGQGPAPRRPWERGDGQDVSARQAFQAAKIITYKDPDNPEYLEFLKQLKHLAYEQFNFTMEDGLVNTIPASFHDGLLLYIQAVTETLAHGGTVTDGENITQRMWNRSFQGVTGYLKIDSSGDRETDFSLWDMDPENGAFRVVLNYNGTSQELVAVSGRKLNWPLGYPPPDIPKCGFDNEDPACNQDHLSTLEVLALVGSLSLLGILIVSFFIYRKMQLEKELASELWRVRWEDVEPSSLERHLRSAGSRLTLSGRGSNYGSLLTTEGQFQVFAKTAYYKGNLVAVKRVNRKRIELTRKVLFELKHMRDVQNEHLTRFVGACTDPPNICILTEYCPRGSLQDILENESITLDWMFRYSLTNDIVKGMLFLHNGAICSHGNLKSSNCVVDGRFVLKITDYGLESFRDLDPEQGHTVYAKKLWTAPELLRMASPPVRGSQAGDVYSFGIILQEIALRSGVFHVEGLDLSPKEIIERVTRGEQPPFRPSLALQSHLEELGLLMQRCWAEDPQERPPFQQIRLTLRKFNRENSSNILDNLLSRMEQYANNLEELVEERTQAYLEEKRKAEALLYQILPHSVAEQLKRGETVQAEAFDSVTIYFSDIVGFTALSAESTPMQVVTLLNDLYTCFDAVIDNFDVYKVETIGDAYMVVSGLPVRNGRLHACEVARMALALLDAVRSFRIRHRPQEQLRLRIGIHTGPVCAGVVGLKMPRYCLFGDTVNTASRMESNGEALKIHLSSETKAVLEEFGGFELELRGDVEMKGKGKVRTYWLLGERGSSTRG
ssDAF12 agonist: activates DAF-12 receptor from parasite S. stercoralis | HEK293 ssDAF-12/GRIP1 lit1-tk-luc reporter, luminescence; % of 3 µM dafachronic acid response | activation, % at 6.8 µM | 1% of 370,000 active | AID 652126;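 active = activation above the mean over all tested compounds plus 3 SD, cut at about 0.9% in these data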;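 note: 0% = DMSO-only wells and 100% = 3 µM delta7-dafachronic acid wells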
Starred values were filed as active, the others as inactive; i = inactive; x = not tested or not shown.

Order of values – hgDAF12 agonist, ADAM10 inh, ADAM17 inh, PG9 Ab binder, hcDAF-12 act, DAX1 inh-1, GAA850 FXN act, SMARCA2 activ, DAX1 inh-2, GC-A act, ssDAF12 agonist
[1] CCOc1ncnc2c1sc1nc3c(cc12)COC(C)(C)C3
 : 2.2, 8.9, 4.0, 1.9, -1.6, 0.5, 0.6, -7.0, 0.9, 3.6, -1.8
[2] Cc1ccc2nc(SCC(=O)NCc3ccc(F)cc3)nc(=O)n2c1
 : 1.7, -136.1, -30.5, -2.8, -0.2, 0.3, 0.1, -2.7, 0.6, 0.4, -1.6
[3] CCN(C(=O)COc1cc(=O)n(C)c2ccccc12)c1cccc(Cl)c1
 : -3.5, 9.0, 3.2, 0.0, -1.9, 0.3, 3.4, -1.0, 0.4, -2.2, -0.9
[4] O=C(/C=C/c1cccc(F)c1)Nc1ccc(S(=O)(=O)N2CCOCC2)cc1
 : -0.8, 1.2, -4.9, 1.8, -0.1, -0.6, -0.8, -3.8, -0.3, -7.6, -1.2
[5] COc1cccc(C2=NOC(C(=O)Nc3cc(OC)c(OC)c(OC)c3)C2)c1 (configuration not stated)
 : -2.3, 2.3, 0.2, -0.2, -2.8, -0.1, -1.6, -4.8, -1.0, -1.7, -2.4
[6] CCC1(CC)Nc2ccccc2C(=O)N1c1ccc(OC)cc1
 : 10.2, -6.2, -5.3, 0.8, 3.4, 2.3, 1.4, 5.9, 2.9, 1.1, 0.6
[7] COc1cccc2[nH]c3c(N4CCC(C)CC4)ncnc3c12
 : -1.1, -325.5, -116.2, -0.9, -0.5, -1.5, 0.7, -0.4, -0.1, 4.4, -1.8
[8] COc1ccc(NC(=O)c2c(F)cccc2Cl)cc1S(=O)(=O)N1CCOCC1
 : 0.5, -0.3, -1.0, -0.6, -0.7, -0.4, -0.2, -3.2, 0.3, 3.1, -0.3
[9] COc1ccc(-n2c(SCC(C)=O)nc3sc(C)c(C)c3c2=O)cc1
 : 1.9, 13.7, -0.5, -2.3, -1.4, -0.9, 0.2, -0.2, 0.5, -0.7, -1.2
[10] COc1cc(C=CC(=O)N2CCN(CC(=O)N3CCCC3)CC2)cc(OC)c1OC
 : -3.1, -89.3, -21.2, -2.1, -1.6, 2.2, -1.8, -2.6, -0.3, 0.0, -1.5
[11] O=C(O)CC(CC(=O)O)c1ccsc1
 : -1.1, -0.8, 0.9, 1.3, -2.1, 1.6, -0.1, -0.1, 0.3, -0.7, -1.1
[12] O=C(Nc1ccc(Cl)c(Cl)c1)C1CCCN1S(=O)(=O)c1cccc2cccnc12 (configuration not stated)
 : -1.8, 5.5, 4.7, x, -5.2, x, x, -8.1, -2.9, -6.8, -2.1
[13] COc1cc(C(=O)Nc2ccc3c(c2)C(=O)N(CCC(=O)O)C3=O)cc(OC)c1OC
 : 0.4, 7.0, 1.4, 1.4, 0.5, 1.4, -0.2, -1.1, -0.4, 0.8, -0.8
[14] Cc1ccccc1C(=O)c1c[nH]c(C(=O)NCCc2ccccn2)c1
 : 7.8, -6.0, -7.9, -1.2, 1.0, 0.1, 1.7, -2.5, -0.3, -2.0, -1.4
[15] CCN(CC)C(=O)CC[C@H]1CC[C@]2(CCCN(C(=O)c3ccc4ccccc4n3)C2)O1
 : -0.9, -3.7, -2.6, x, -1.9, x, x, -3.5, 0.3, 1.1, -0.9
[16] O=C1OC(CN2CCOCC2)CN1N=Cc1ccc([N+](=O)[O-])o1 (configuration not stated)
 : -0.5, -10.0, -5.7, -1.5, -2.6, -0.7, 2.5, -1.4, -0.6, 1.4, -0.4
[17] O=C(c1[nH]c(C(F)(F)F)nc1-c1ccccc1)N1CCC(Cc2ccccc2)CC1
 : -1.6, 6.2, 12.3*, -1.1, 0.8, x, x, -4.2, -0.4, -0.9, -0.2
[18] CCOC(=O)C1(Cc2ccccc2)CCN(Cc2cnn(C(C)C)c2)CC1
 : -0.7, -9.6, 0.5, -0.3, -1.9, 3.1, -0.8, -5.0, 0.1, 2.7, -1.2
[19] Cc1ccc(NC(=O)CSc2nnnn2-c2cccnc2)c(C)c1
 : 2.7, 5.5, 3.1, -0.8, -3.2, -0.4, -1.7, -2.6, -0.1, 1.0, -1.0
[20] COc1ccc(C(=O)C2CCCN(C(=O)C3=CCCC3)C2)c(C)c1 (configuration not stated)
 : -6.6, -11.0, -4.5, 0.7, -1.8, -0.8, 1.0, -5.5, -0.2, -4.0, -1.6
[21] COc1ccc(C(=O)Nc2ccc3c(c2)OCO3)cc1S(=O)(=O)N1CCOCC1
 : 0.7, -11.6, -4.0, 0.6, 1.0, 0.4, -0.5, -2.9, -1.1, 2.9, -1.1
[22] O=C(NC1CCCCC1)c1ccc(CS(=O)Cc2ccccc2Cl)o1 (configuration not stated)
 : -3.2, -5.0, 1.4, -0.8, -1.0, -0.4, -0.7, -2.1, -0.3, 1.6, -1.2
[23] Cc1cc(C)n2ncc(C(=O)NCc3cccnc3)c2n1
 : -0.4, -188.0, -79.1, -0.4, -0.3, -1.1, 0.3, -1.3, 0.0, 0.1, -1.3
[24] Nc1ccccc1S(=O)(=O)C(F)F
 : 0.9, -0.4, -2.3, 2.2, -1.6, -0.7, 0.8, -3.1, 0.1, 8.1, -0.9
[25] O=C(Nc1ccccc1O)c1ccc2c(c1)C(=O)N(Cc1ccco1)C2=O
 : 0.5, 1.1, -3.1, -1.8, 3.1, -1.6, 0.1, 0.0, -1.3, 0.1, -0.6
[26] O=C(N/N=C\c1c(F)c(F)c(F)c(F)c1F)c1ccc(-c2ccccc2)cc1
 : -0.4, -6.3, -0.1, 0.2, 0.8, 0.6, 0.1, -1.6, -1.1, -0.9, -0.3
[27] Cc1ccnc(NC(=O)c2ccc(Cl)cc2Cl)n1
 : 5.3, -6.4, -3.1, -0.4, 0.6, x, x, 0.3, 0.6, -0.8, -1.6
[28] Cc1ccccc1NC(=O)Cn1cccc1
 : 0.0, -6.2, -0.9, -1.1, -1.5, 3.0, 0.8, -4.2, -0.7, 3.7, -1.7
[29] COC(=O)c1ccc(N2C(=O)CC(N3CCOCC3)C2=O)cc1 (configuration not stated)
 : 0.7, -6.2, -1.0, 13.3*, -1.2, 0.0, 0.5, 2.4, -0.1, 6.0, -1.3
[30] CC(=O)c1ccc(NC(=S)N(C)C2CCN(C)CC2)cc1
 : 0.6, -0.8, -3.5, -0.6, -0.8, -1.7, 14.4*, -1.8, 0.5, 1.5, -0.8
[31] CC(C)N(C)c1ncnc2c1ncn2[C@H]1CN(Cc2ccc(-c3ccccc3)cc2)C[C@@H](CO)O1
 : 0.1, 17.7, 6.7, 0.6, -2.2, x, -1.5, -2.4, -0.9, -4.3, -1.5
[32] Cc1ccc(CNCC(=O)Nc2ccc(C)cc2Br)cc1
 : 1.7, -0.2, -1.6, 0.9, 0.1, -0.5, 1.9, -1.2, -0.3, 0.4, -2.2
[33] Cc1ccc(/C=N/NC(=O)c2c[nH]c3ccccc23)s1
 : 5.5, 0.6, -2.6, -0.4, 0.9, -0.3, 6.4, 6.0, 1.4, 1.9, -0.2
[34] COc1cccc(NC(=O)CN(C)C(=O)c2ccc(NC(=O)CC3SC(N4CCCC4)=NC3=O)cc2)c1 (configuration not stated)
 : -2.4, -11.4, -5.2, -1.0, -0.9, 0.8, -0.6, -2.1, -0.7, -1.4, -0.8
[35] O=C(O)c1cc(NCc2ccccc2)ccc1N1CCOCC1
 : -1.0, -52.8, -21.9, -0.3, 0.2, 1.6, 4.4, -0.3, 0.9, 4.5, -1.2
[36] Cc1nn(C)cc1/C=N/NC(=O)c1ccco1
 : 7.7, -5.5, -0.6, -2.2, 1.7, 4.9*, 3.5, 9.1*, 1.1, 2.1, -0.7
[37] CN(C1CCS(=O)(=O)C1)S(=O)(=O)c1ccccc1 (configuration not stated)
 : 3.2, -3.4, -1.6, 0.5, 0.3, 0.2, 0.7, 4.0, -0.1, -0.6, -0.8
[38] COc1c(C)cc(S(=O)(=O)NCCN2CCOCC2)c(C)c1C
 : -1.7, -3.9, -2.1, -0.1, -1.4, 2.7, 0.6, -2.2, 0.6, 1.9, -1.4
[39] O=c1cc(N=Nc2ccc(Cl)cc2)[nH]c(=O)[nH]1
 : -1.2, -6.1, -4.5, -0.5, -2.0, 0.8, 4.2, -1.6, 0.2, 15.9, -1.2
[40] COc1cccc(C(=O)C2CCCN(C(=O)CCC3=NNC(=O)CC3)C2)c1 (configuration not stated)
 : 3.2, -0.6, 0.1, -1.2, 1.9, 0.5, 1.0, 4.6, -0.3, 1.9, -1.7
[41] C/C(=N/NC(=O)CNC(=O)Cc1ccccc1)c1ccc(Cl)cc1
 : 0.8, -9.7, -2.6, -2.0, 0.3, x, -0.5, -2.6, 0.4, -1.5, -0.7
[42] COC(=O)C1=C(N)Oc2c(oc(CO)cc2=O)C1c1c(F)cccc1Cl (configuration not stated)
 : -2.5, -5.8, -1.7, -0.8, -0.6, 0.5, 2.1, -0.5, 0.0, -1.4, -1.6
[43] CN(Cc1ccccc1)C(=O)COc1cc(=O)n(C)c2ccccc12
 : 0.8, 3.0, 0.2, -0.2, -0.4, 0.4, 1.2, 1.9, 0.4, -2.1, -0.8
[44] COCCCN1C(=O)c2ccc(C(=O)N3CCN(c4ccc(OC)cc4)CC3)cc2C1=O
 : -1.1, 3.0, 2.5, -1.6, -1.5, 1.3, 0.1, 3.5, -0.1, -8.9, -0.9
[45] O=C(CN(Cc1ccccc1)S(=O)(=O)c1ccc(F)cc1)NCCC1=CCCCC1
 : -1.1, 14.6, 8.0, -2.7, -1.1, 0.7, 2.7, -5.4, -0.1, -5.2, -1.1
[46] Cc1ccc(S(=O)(=O)N2CCC(C(=O)N/N=C/c3cccnc3)CC2)cc1
 : 0.0, 1.5, -1.6, -1.3, 1.5, -0.8, -2.6, -0.6, 0.6, -3.3, -0.7
[47] COc1cccc(-n2c(=O)c3c(C)c(C(=O)N(C)C)sc3n(CC(=O)NCC3CCCO3)c2=O)c1 (configuration not stated)
 : -1.3, -5.6, -4.2, 0.1, -0.1, 0.1, 1.7, -4.3, -0.3, -1.6, -0.6
[48] O=C(N/N=C/c1ccc(F)cc1)c1cc(-c2ccc3c(c2)OCO3)n[nH]1
 : 1.9, 15.0, 0.1, -0.5, 1.1, 4.6*, 1.4, 1.8, 0.1, 11.1, -1.3
[49] O=C(NC(NCCCN1CCOCC1)(C(F)(F)F)C(F)(F)F)C1CCCCC1
 : 0.9, 9.9, 0.6, 1.0, 0.8, -1.8, 1.2, 0.8, 0.2, -0.4, -0.8
[50] Nc1ccc(-c2nc3ccc(N)cc3o2)cc1
 : 11.5*, i, i, -1.1, -0.5, 3.6, -0.8, 4.1, 2.2, x, -1.6
